FBW7 activator: FBW7 E3 ligase activators, primary screen, biochemical, AlphaScreen, human; F-box/WD repeat-containing protein 7 (Homo sapiens), Q969H0; normalized activity (activation), % at 26.1 µM; AID 1259310, 2017; actives 0.13% (n = 650,000); AlphaScreen FBW7–phospho-cyclin E peptide binding, activator screen; in the data active = normalized activity above about 1.9%;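 also: purified mutant Fbw7 with reduced substrate affinity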
GPR151 ag: activators of human GPR151, primary screen, cell-based, PathHunter beta-arrestin, luminescence; PathHunter beta-arrestin GPR151 cells; AID 1508602, 2020; actives 1% (n = 650,000); activation, % at 11.2 µM; in the data active = activation above about 4.9%;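 also: 0% = median of compound wells and 100% = cells with positive control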
Target sequence (Q8TDV0 whole entry, looked up): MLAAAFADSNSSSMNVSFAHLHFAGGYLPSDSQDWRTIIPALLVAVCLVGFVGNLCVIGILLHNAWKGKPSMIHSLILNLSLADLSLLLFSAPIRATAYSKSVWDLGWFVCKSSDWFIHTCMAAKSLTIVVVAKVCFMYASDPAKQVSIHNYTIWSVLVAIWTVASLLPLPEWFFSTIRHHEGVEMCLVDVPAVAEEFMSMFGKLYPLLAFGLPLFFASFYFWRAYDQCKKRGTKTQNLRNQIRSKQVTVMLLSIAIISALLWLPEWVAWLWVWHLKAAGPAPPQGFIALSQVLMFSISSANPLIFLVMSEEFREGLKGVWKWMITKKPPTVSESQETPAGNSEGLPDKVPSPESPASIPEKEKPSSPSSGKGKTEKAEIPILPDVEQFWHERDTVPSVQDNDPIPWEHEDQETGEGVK
TEAD-YAP block: TEAD-YAP interaction inhibition, primary screen, TEAD-YAP interaction inhibitor project, luminescence, HEK-TIYL cells; TEAD-Gal4/YAP UAS-luciferase luminescence; inhibition, % at 9.12 µM; actives 1.4% (n = 640,000); in the data active = inhibition above about 32%;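 also: 0% = median of test compound wells and 100% = reference inhibitor wells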
MITF primary: MITF inhibitors, primary screen, biochemical, AlphaScreen, human; Microphthalmia-associated transcription factor (Homo sapiens), O75030; actives 0.91% (n = 650,000); AlphaScreen MITF homodimerization, bead proximity signal; inhibition, % at 2.6 µM; in the data active = inhibition above about 50%;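 also: 0% = vehicle wells with protein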
Target sequence (O75030 whole entry, looked up): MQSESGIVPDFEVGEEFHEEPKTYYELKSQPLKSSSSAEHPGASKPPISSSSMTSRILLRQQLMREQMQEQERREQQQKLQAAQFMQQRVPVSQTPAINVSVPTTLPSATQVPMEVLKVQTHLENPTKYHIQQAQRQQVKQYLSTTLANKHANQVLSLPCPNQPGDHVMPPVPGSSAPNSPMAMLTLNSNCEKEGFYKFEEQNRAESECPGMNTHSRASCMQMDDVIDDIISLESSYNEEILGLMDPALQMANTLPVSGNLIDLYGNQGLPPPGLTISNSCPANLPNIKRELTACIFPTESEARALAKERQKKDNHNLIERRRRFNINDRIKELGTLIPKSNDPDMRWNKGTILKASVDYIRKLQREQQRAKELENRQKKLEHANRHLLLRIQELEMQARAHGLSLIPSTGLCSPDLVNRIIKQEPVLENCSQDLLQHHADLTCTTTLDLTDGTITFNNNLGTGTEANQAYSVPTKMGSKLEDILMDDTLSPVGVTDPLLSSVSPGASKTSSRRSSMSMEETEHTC
* = called active by the depositor.

Order of values: FBW7 activator	GPR151 ag	TEAD-YAP block	MITF primary
(1) O=C(Cc1ccc(Cl)cc1)NCCCN1CCOC(c2ccccc2)C1 (stereo unspecified)
    -0.1	1.7	3	-2
(2) Cc1c(Cl)cccc1NC(=O)N[C@H]1C[C@H]2C(=O)N[C@H](CC(C)C)C(=O)N2C1
    0.7	-0.7	11	19
(3) Clc1cccc(CN2CCN(c3nc4nonc4nc3NC3CC3)CC2)c1
    -0.1	11*	6	-6
(4) COC(=O)c1sccc1NC(=O)Cc1noc2ccccc12
    0.4	0.1	-1	7
(5) CCCCCn1c(=O)c2c(nc3n2CCCN3c2ccccc2)n(C)c1=O
    -0.3	1.3	-5	2
(6) CCSc1nnc2c(n1)OC(C)Nc1ccccc1-2 (stereo unspecified)
    0.1	-0.5	-9	19
(7) Cc1cc(NCCN2CCOCC2)nc(NC2CCC(O)CC2)n1 (stereo unspecified)
    0.2	1.2	2	-6
(8) CC(C)(C)c1ccc(OCCNC(=O)c2ccccc2N)cc1
    0.0	1.4	-13	1
(9) O=C(NC1CCCCC1)c1ccccc1I
    -0.2	-0.3	-9	-5
(10) Cc1cc(Cl)ccc1NC(=O)C(=O)N/N=C/c1ccccc1
    0.0	-0.3	2	-4
(11) Cc1ccccc1-c1nnn(CC(=O)Nc2ccc(C#N)cc2)n1
    0.2	-1.7	7	13
(12) CCCCOc1ccc(C(=O)Nc2ccc(S(=O)(=O)Nc3ncccn3)cc2)cc1
    -0.2	-0.1	-3	-4
(13) N#CC(C#N)=C1Nc2ccccc2N=C1[n+]1cccc(NC(=O)c2ccc(F)cc2)c1
    -0.1	-0.7	10	9
(14) Cc1ccc(OCC(=O)Oc2cccc(NC3=NS(=O)(=O)c4ccccc43)c2)cc1
    0.0	0.0	2	8
(15) CCN(C(=O)c1sc2nc(C)nc(N3CCCCC3)c2c1C)c1ccccc1
    0.6	-0.6	-11	12

In the list so far, 2 have a cyano group:
Order of values: FBW7 activator	GPR151 ag	TEAD-YAP block	MITF primary
(11) Cc1ccccc1-c1nnn(CC(=O)Nc2ccc(C#N)cc2)n1
    0.2	-1.7	7	13
(13) N#CC(C#N)=C1Nc2ccccc2N=C1[n+]1cccc(NC(=O)c2ccc(F)cc2)c1
    -0.1	-0.7	10	9

The list continues:
Order of values: FBW7 activator	GPR151 ag	TEAD-YAP block	MITF primary
(16) COc1ccc(CCN2C(=O)NC(NC(=O)C(C)(C)C)(C(F)(F)F)C2=O)cc1OC (stereo unspecified)
    -0.1	-0.6	2	2
(17) O=C(NCc1ccco1)c1ccccc1NS(=O)(=O)c1ccc(Br)s1
    -0.1	-1.0	12	-21
(18) CCN(CC)c1nc(NCCO)nc(N2CCOCC2)n1
    -0.1	0.9	-3	-1
(19) COCCNC(=O)c1nn(-c2ccc(OC)cc2OC)c(=O)c2ccccc12
    0.0	-0.2	4	5
(20) COc1ccc(CCNC(=O)c2ccc3nc(-c4cccs4)c(-c4cccs4)nc3c2)cc1OC
    0.7	0.3	-2	8
(21) CCCn1nc(-c2nonc2N)nc1-c1nonc1N
    -0.2	1.8	-10	-15
(22) COc1ccc(CCNc2ccnc(Nc3cnccn3)n2)cc1
    0.0	0.4	14	13
(23) Cc1ccc(OCCNC(=O)CCc2ccccc2)cc1C
    -0.1	1.0	0	10
(24) O=C1C2CC=CCC2C(=O)N1CC(=O)N1N=C(c2ccc(Cl)cc2)CC1c1ccco1 (stereo unspecified)
    0.1	6.6*	5	10
(25) O=c1c2ccccc2ncn1CCCCOc1ccc(Br)cc1
    0.7	-2.6	5	10
(26) O=C(CN1C(=O)C2C3C=CC(C4CC34)C2C1=O)Oc1ccc2ccccc2c1 (stereo unspecified)
    -0.1	3.2	-3	-4
(27) CC(=O)n1c2ccccc2c2[nH]c(=S)n(Cc3ccccc3)c21
    -0.2	-0.4	-5	-3
(28) Cc1ccc(CN(Cc2ccco2)C(=O)c2ccc([N+](=O)[O-])cc2)cc1
    -0.1	0.5	-5	12
(29) COc1ccc(S(=O)(=O)N2CCCC2C(=O)NC2=NCCS2)cc1 (stereo unspecified)
    0.1	0.7	-10	-4
(30) Cc1ccn2c(C(=O)Nc3ccc(Cl)cc3)c(C)nc2c1
    0.2	5.5*	-7	15

(cont.)
Order of values: FBW7 activator	GPR151 ag	TEAD-YAP block	MITF primary
(31) O=[N+]([O-])c1ccc(-c2noc(COc3cccc4ccccc34)n2)cc1
    0.0	2.7	0	4
(32) Cc1[nH]n(-c2ccccc2)c(=O)c1N=Nc1ccc(C(=O)O)c(O)c1
    1.0	0.9	-1	14
(33) NCCCC[C@@H]1NC(=O)[C@@H]2C[C@H](NCc3cccc(F)c3)CN2C1=O
    0.0	0.9	-14	-3
(34) COc1ccc(-c2cc(C(F)(F)F)n3nc(C(=O)NCc4ccccc4)c(Cl)c3n2)cc1
    -0.1	0.8	-13	11
(35) c1ccc2c(c1)ccc1c2oc2ccc3ccccc3c21
    0.1	-1.9	-25	11
(36) CCOc1ccc(-c2cn3c4ccccc4n(CCN(CC)CC)c3n2)cc1
    1.3	-0.3	-10	16
(37) Cc1cc(NC(=O)CSc2nc3ccccc3c(=O)n2NC(=O)c2ccccc2)n[nH]1
    -0.3	-3.5	47*	-3
(38) CCN1CCN(C(=O)Cn2c(=O)sc3ccccc32)CC1
    0.0	-0.1	2	5
(39) O=C(CN1C(=O)COc2cc(S(=O)(=O)N3CCCC3)ccc21)NC1CCCC1
    0.0	-0.5	5	1
(40) COc1cc2c(cc1OC)n(CC(=O)Nc1cccc(C)c1C)n1c(C)cc(=O)nc21
    -0.1	0.2	-2	-8
(41) Cc1cccc(C(=O)OC/C(O)=C(\C#N)c2nc3ccccc3[nH]2)c1[N+](=O)[O-]
    0.0	-0.1	16	-4
(42) CC(=O)Nc1ccc(NC(=O)C(C)N2C(=O)NC(C)(c3ccc(C)cc3)C2=O)cc1 (stereo unspecified)
    -0.1	-0.7	6	-1
(43) COC(=O)c1ccc(CSc2nc3sc4c(c3c(=O)n2C)CCCC4)cc1
    0.2	0.0	-1	-7
(44) O=c1oc2c(-c3ccccc3[N+](=O)[O-])cc(O)cc2s1
    -0.3	-0.6	0	0
(45) CCOC(=O)C1NCCc2ccccc21 (stereo unspecified)
    -0.1	0.5	1	-4

46	CCc1ccc(NC(=O)c2ccc(F)c(S(=O)(=O)N3CCN(c4ccccc4F)CC3)c2)cc1
47	CSc1cccc(NC(=O)Cn2ncc3c(=O)oc4ccc(C)cc4c32)c1
48	COc1ccc(CN2CCc3ccccc3C2)cc1OC
49	CCN(CC)CCCn1c2c(c(SCC(=O)Nc3ccc(C(=O)OC)cc3)nc1=O)CCC2
50	CSc1nccc(NC(=O)c2ccc(C(C)(C)C)cc2)n1
51	O=C(NN(c1ccccc1)C1CCS(=O)(=O)C1)c1cccnc1 (stereo unspecified)
52	Cc1ccc(-c2nc3ccccc3[nH]2)cc1NC(=O)c1ccc(C)c([N+](=O)[O-])c1
53	CCCCN(C(=O)c1nc2nccc(C)n2n1)c1ccccc1
Assay by compound | 46 | 47 | 48 | 49 | 50 | 51 | 52 | 53
FBW7 activator | -0.2 | 1.0 | -0.1 | -0.2 | 0.1 | 0.0 | 0.0 | 0.2
GPR151 ag | -0.4 | -0.7 | -1.5 | 2.3 | 1.8 | -1.5 | -1.4 | -0.3
TEAD-YAP block | 0 | -7 | 1 | 8 | 9 | -2 | -12 | 2
MITF primary | -11 | 13 | 6 | 10 | 1 | 6 | 1 | 4

Profiles as entered above.
Entry for `Clc1cccc(CN2CCN(c3nc4nonc4nc3NC3CC3)CC2)c1` = FBW7 activator: -0.1; GPR151 ag: 11*; TEAD-YAP block: 6; MITF primary: -6
Entry for `Cc1ccn2c(C(=O)Nc3ccc(Cl)cc3)c(C)nc2c1` = FBW7 activator: 0.2; GPR151 ag: 5.5*; TEAD-YAP block: -7; MITF primary: 15

(next part)
54	CS(=O)(=O)N1CCc2nc(-c3ccccn3)nc(N3CCCCCC3)c2C1
55	COc1cc([N+](=O)[O-])cc([N+](=O)[O-])c1OCC(=O)N/N=C/C=C/c1ccc(C)o1
56	O=C(C1CCCO1)N1CCC(c2[nH]ncc2-c2ccncc2)CC1 (stereo unspecified)
57	O=C(NCCc1cccc2ccccc12)C1CCCN1S(=O)(=O)c1ccccc1 (stereo unspecified)
58	Cc1sc2ncn(CC(=O)NCC(=O)N3CCN(c4ccccc4F)CC3)c(=O)c2c1C
59	CC(C(=O)O)N1C(=O)/C(=C/c2ccc(F)cc2)SC1=S (stereo unspecified)
60	CCOC(=O)c1ccc(NC(=O)C(C)N2C(=O)C3C4C=CC(C4)C3C2=O)cc1 (stereo unspecified)
61	CC(=O)c1cccc(NC(=O)c2ccoc2C)c1
Assay by compound | 54 | 55 | 56 | 57 | 58 | 59 | 60 | 61
FBW7 activator | -0.6 | -0.1 | -0.1 | 0.1 | 0.1 | -0.1 | 0.0 | 0.1
GPR151 ag | -0.9 | -2.7 | 0.3 | -0.5 | -0.4 | -0.1 | -0.4 | 5.9*
TEAD-YAP block | 1 | 1 | 4 | -2 | 18 | -2 | 5 | 4
MITF primary | 9 | -2 | 1 | -4 | 3 | 9 | 12 | -4

2 entries from above, tab-delimited.
item	SMILES	FBW7 activator	GPR151 ag	TEAD-YAP block	MITF primary
54	CS(=O)(=O)N1CCc2nc(-c3ccccn3)nc(N3CCCCCC3)c2C1	-0.6	-0.9	1	9
60	CCOC(=O)c1ccc(NC(=O)C(C)N2C(=O)C3C4C=CC(C4)C3C2=O)cc1 (stereo unspecified)	0.0	-0.4	5	12

Further records
62	CCOc1ccc(NC(C)C(=O)N/N=C/c2cc(OC)ccc2O)cc1 (stereo unspecified)
63	CNc1cc(Nc2ccccc2)ncn1
64	COCCNC(=O)c1cccc(OC2CCN(Cc3cccc(SC)c3)CC2)c1
65	Cc1nc2c3ccccc3nc(N3CCCC(C)C3)n2n1 (stereo unspecified)
66	O=C1c2ccc(Oc3cccc([N+](=O)[O-])c3)cc2C(=O)N1c1ccc(Br)cc1
67	CCCCNC(=O)/C(=C/c1ccc(Cl)cc1)NC(=O)c1ccc([N+](=O)[O-])cc1
68	O=S(=O)(c1ccc2ccccc2c1)N1CCSC1c1ccccc1 (stereo unspecified)
69	COC(=O)Cc1cc(OC)c(OC)cc1[N+](=O)[O-]
Assay by compound | 62 | 63 | 64 | 65 | 66 | 67 | 68 | 69
FBW7 activator | -0.1 | -0.1 | 0.3 | 0.2 | -0.2 | 0.1 | 0.2 | 0.6
GPR151 ag | 0.5 | -1.4 | -1.8 | 0.1 | 2.2 | 0.6 | 0.3 | -0.5
TEAD-YAP block | 14 | -28 | 14 | 2 | -8 | 9 | 1 | 8
MITF primary | 9 | 5 | 14 | 16 | -1 | 12 | -12 | 46

70	Cc1ccc(OCC(=O)Nc2ccc(-c3nc4cc(C(C)C)ccc4o3)cc2)c(C)c1
71	O=C(Nc1ccc(N2CCOCC2)cc1)c1cccc(Nc2ccncn2)n1
72	N#C/C(=C/c1ccccc1)c1nc(C2CC2)cs1
73	COc1cc(CN2CCN(c3ccc([N+](=O)[O-])cc3)CC2)cc([N+](=O)[O-])c1O
74	Cc1nc2c(c(=O)[nH]1)CCN(C(=O)CC1c3ccccc3Oc3ccccc31)C2
75	CN(C(=O)CC(=O)Nc1ccc2nc3n(c(=O)c2c1)CCCCC3)c1ccccc1
76	Cc1n[nH]c(C)c1CCN(C)C(=O)CN1Cc2ccccc2OC(c2ccccc2F)C1 (stereo unspecified)
77	COc1ccc(-n2nnc3c(SCC(=O)Nc4ccc(C(C)=O)cc4)ncnc32)cc1
Assay by compound | 70 | 71 | 72 | 73 | 74 | 75 | 76 | 77
FBW7 activator | 0.1 | -0.2 | 1.1 | -0.1 | -0.1 | 0.2 | -0.2 | 1.4
GPR151 ag | -0.9 | 0.3 | -1.5 | 0.8 | 0.3 | 0.9 | -1.1 | 2.0
TEAD-YAP block | -5 | 3 | -64 | 0 | 7 | 0 | 6 | -3
MITF primary | -21 | 58* | -9 | 33 | 0 | 7 | 2 | 18

78	CCOc1ccc(/C(O)=C2/C(=O)C(=O)N(Cc3ccco3)C2c2ccc(N(C)C)cc2)cc1 (stereo unspecified)
79	COCCN(C(=S)Nc1cccc(OC)c1)C1CCN(C(C)=O)CC1
80	Nc1cccc(OS(=O)(=O)c2ccc(Cl)cc2)c1
81	CCOc1ccc2cc(C(=O)NC(C)=O)c(=Nc3ccccc3)oc2c1
82	O=C(CCCn1c(SCC(=O)c2ccc(Cl)cc2)nc2ccsc2c1=O)NCc1ccc2c(c1)OCO2
83	CC/C(=N\n1c(CC)n[nH]c1=S)c1ccc(O)cc1
Assay by compound | 78 | 79 | 80 | 81 | 82 | 83
FBW7 activator | -0.6 | -0.1 | 0.2 | 0.1 | 0.0 | 0.0
GPR151 ag | -0.1 | 0.2 | -0.3 | -1.0 | 1.8 | -0.7
TEAD-YAP block | -11 | 4 | -19 | -9 | -6 | -3
MITF primary | -4 | 9 | -18 | 0 | 0 | 2

Screening results deposited in PubChem BioAssay by The Scripps Research Institute Molecular Screening Center.
